Bioassay records deposited in PubChem by Sanford-Burnham Center for Chemical Genomics.
EBI2 block – antagonists of human EBI2 receptor | P32249 | EBI2 beta-arrestin recruitment, luminescence, 7a,25-OHC stimulated | inhibition, % at 5 µM | 360,000 compounds, 0.81% hits | AID 651636; in the data active = inhibition above about 38%;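 note: enzyme fragment complementation signal reports receptor beta-arrestin coupling in cells; 0% = agonist plus DMSO wells and 100% = wells without agonist; some results beyond the cut were filed as inactive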
Target sequence (P32249 whole entry, looked up, the tested form may be a part): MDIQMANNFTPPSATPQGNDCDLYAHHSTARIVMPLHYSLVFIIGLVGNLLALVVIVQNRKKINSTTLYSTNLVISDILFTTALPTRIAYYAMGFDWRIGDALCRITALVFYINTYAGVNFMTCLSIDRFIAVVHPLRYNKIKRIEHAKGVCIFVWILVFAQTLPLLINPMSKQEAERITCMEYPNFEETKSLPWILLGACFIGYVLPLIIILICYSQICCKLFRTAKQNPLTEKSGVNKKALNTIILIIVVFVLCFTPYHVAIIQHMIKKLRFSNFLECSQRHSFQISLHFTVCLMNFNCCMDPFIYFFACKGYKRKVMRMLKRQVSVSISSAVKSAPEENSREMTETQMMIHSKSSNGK
MPTP inh – blocks calcium-induced mitochondrial swelling; inhibition, % at 10 µM; AID 602449; isolated mouse mitochondria, Ca2+ swelling absorbance, 30 min; 360,000 compounds, 1.4% hits;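 active = inhibition of 50% or more, scaled per plate between neutral and stimulator controls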;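 note: 0% = DMSO wells given calcium and 100% = 1 mM EGTA wells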
CXCR6 block – CXCR6 (human) receptor inhibition; O00574; CHO-K1 PathHunter CXCR6 beta-arrestin, luminescence; inhibition, % at 20 µM; 360,000 compounds, 0.36% hits; in the data active = inhibition above about 34%, passing the limit was not always enough;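 note: antagonist mode with CXCL16 agonist at 10 nM final; 0% = 10 nM CXCL16 with DMSO and 100% = unstimulated wells without agonist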
Target sequence (O00574 whole entry, looked up): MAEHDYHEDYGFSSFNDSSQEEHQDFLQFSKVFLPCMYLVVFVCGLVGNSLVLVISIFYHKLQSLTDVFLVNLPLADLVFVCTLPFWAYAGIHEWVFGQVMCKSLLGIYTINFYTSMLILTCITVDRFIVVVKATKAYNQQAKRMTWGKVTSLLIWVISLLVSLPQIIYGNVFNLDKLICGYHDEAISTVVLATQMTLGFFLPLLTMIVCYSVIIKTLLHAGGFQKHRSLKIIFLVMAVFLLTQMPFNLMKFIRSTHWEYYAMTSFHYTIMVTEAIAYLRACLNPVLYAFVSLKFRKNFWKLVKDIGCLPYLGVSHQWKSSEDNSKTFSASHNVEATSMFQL
* = called active by the depositor.

SMILES	EBI2 block	MPTP inh	CXCR6 block
COc1ccc(-c2ccc(C(=O)NCc3cccs3)c3occc23)c(C)c1	16	0.1	15
CCCCCCCCN1C(=O)[C@H](CC(=O)NCCCN2CCCC2=O)C[C@@]2(C(=O)OC)CCCCC=C12	0	-1.8	10
Cc1nn(CC(C)C)c(Cl)c1C(=O)NCC(C)(C)N1CCOCC1	-2	3.0	-2
Cc1ccccc1-c1cc2nc(NCCOc3ccccc3)n(C)c(=O)c2s1	26	1.6	12
O=C1CCCN1C1CCN(Cc2ccccc2)S(=O)(=O)N1 (stereo not drawn)	-16	-1.1	-8
CC(C)(C)c1cc2nc(NCCOc3ccccc3)ccn2n1	4	2.0	0
COC(=O)[C@@]1(Cc2ccc(OC)cc2)[C@H]2c3cc(C(=O)N4CCCC4)n(Cc4ccc(OC(F)(F)F)cc4)c3C[C@H]2CN1C(=O)c1ccccc1	26	0.4	8
O=C(OC1CC2CC1[C@H]1CCCCN1C2=O)N1CCCCC1 (stereo partly drawn)	-3	-2.3	-2
O=C(NCCN1CCC(n2c(=O)[nH]c3ccccc32)CC1)c1ccc(F)cc1	0	1.0	-11
CC(=O)Nc1cccc(-c2ccnc3c2CC(C)(C(=O)NC(C)C)O3)c1 (stereo not drawn)	-1	6.3	3
CCN(CC)C(=O)c1cccc(-c2csc(C(O)c3ccco3)n2)c1 (stereo not drawn)	-3	0.2	3
CCCCCC(=O)N1C[C@H](O)[C@@H](n2cc(-c3ccc(F)cc3)nn2)C[C@@H]1c1ccc(OC)cc1	19	-0.5	2
CCc1nc2c(OCc3ccc4c(c3)OCO4)cccn2c1N(C=O)Cc1ccc(OC)cc1	-3	0.3	16
CCc1nc2ccc(C(=O)N3CCN(c4ccccc4)CC3)cn2c1N(C)CCC(C)C	16	-2.6	14
Cn1ccc2c(-c3ccc(C(F)(F)F)cc3)cc3c(c21)C1CCC3O1 (stereo not drawn)	-1	1.8	-2

In the list so far, these have a furan ring, fused or not.
SMILES	EBI2 block	MPTP inh	CXCR6 block
COc1ccc(-c2ccc(C(=O)NCc3cccs3)c3occc23)c(C)c1	16	0.1	15
CCN(CC)C(=O)c1cccc(-c2csc(C(O)c3ccco3)n2)c1 (stereo not drawn)	-3	0.2	3

Next section
SMILES	EBI2 block	MPTP inh	CXCR6 block
CC1C(=O)N(Cc2cn(CC3CCCCC3)nn2)CCS(=O)(=O)N1Cc1ccc(-c2cccc(CO)c2)cc1 (stereo not drawn)	-1	-0.6	-5
COc1cc(-c2cnc3c(NC(C)=O)cc(-c4cccc(C(=O)NCCO)c4)cn23)cc(OC)c1OC	2	-0.4	3
CCCNC(=O)C1(C)CCCN(Cc2csc(-c3ccccc3)n2)C1 (stereo not drawn)	9	0.9	-2
CC1(C(=O)NS(=O)(=O)c2cccc(C#N)c2)CCN1C(=O)Cc1ccccc1Cl (stereo not drawn)	-1	0.4	4
COC(=O)[C@]12CCCCC=C1N(CCC1=CCCCC1)C(=O)[C@H](CC(=O)N1CCCC1)C2	4	-0.8	4
COc1cc(NC(=O)[C@H]2O[C@@H](n3ccc(N)nc3=O)[C@H](O)[C@@H]2O)cc(OC)c1OC	-5	0.8	-1
Cc1ccc(Cc2c(C(C)(C)C)nc3ccc(Br)cn23)cc1	0	0.6	6
CC(C)(C)NC(=O)C1c2ccccc2OCC(=O)N1Cc1ccccc1 (stereo not drawn)	-7	0.2	3
OC(COc1ccc(-c2ccccc2)cc1)CN1CCCCC1 (stereo not drawn)	-18	-1.0	-5
CC1(C(=O)NS(=O)(=O)C2CC2)CCN(C(=O)c2cccc(Cl)c2)C1 (stereo not drawn)	-17	0.0	-8
CCCCCCn1c(=O)n2n(c1=O)C[C@]1(OC(=O)NCc3ccccc3F)CN(S(=O)(=O)c3ccc(C)cc3)C[C@]1(O)C2	12	-0.5	33
Cc1noc(C)c1NC(=O)N(C)C[C@@H]1OCc2cn(nn2)CCCC(=O)N([C@H](C)CO)C[C@H]1C	-3	-1.8	0
CCOc1ccc(-c2cc(C(=O)NCc3ccc(F)cc3)[nH]n2)c(C)c1	19	0.6	-1
COCCCn1cc(CN2CC(N3CCCCC3)CS2(=O)=O)nn1 (stereo not drawn)	-3	-0.2	-1
Clc1ccc(NN(Cc2ccncc2)c2ccc(Cl)cc2)cc1	20	2.3	-2
CN(C)C(=O)c1cccc(-c2cccc3nccn23)c1	0	-1.4	-2
Clc1cccc(-c2nc3ccc(Br)cn3c2Cc2ccsc2)c1	-14	-1.0	0
CCCCn1nnnc1C(c1cc2ccccc2o1)N1CCN(c2ccccc2F)CC1 (stereo not drawn)	12	0.9	13
O=C(NCCc1cn[nH]c1)c1ccc2oc(CCc3ccccc3)nc2c1	-10	0.3	-6
O=C(Nc1cccc(C(F)(F)F)c1)c1csc([C@@H]2C[C@H](O)[C@@H](CO)O2)n1	-3	-0.5	4
CC(C)CN1C(=O)C(=O)N(CC(=O)NCCCc2ccccc2)C1=O	2	1.0	-7
Cn1cc(-c2ccc(C(=O)NCc3cccc(Cl)c3)c3occc23)cn1	4	-0.1	4
COc1ccccc1-c1csc(C(NC(C)=O)c2ccccc2)n1 (stereo not drawn)	4	15	-2
Cc1cc(C)c(NS(=O)(=O)c2ccc3c(c2)oc(=O)n3C)c(C)c1	-7	1.7	7
CCCC(=O)N1CCCC1(C)C(=O)NCCc1ccccn1 (stereo not drawn)	-1	-0.7	-2
COc1ccc(CC(=O)N(C)c2ccccc2)cc1S(=O)(=O)N1CCOCC1	-5	-1.0	1
O=Nc1ccc(NO)c2ccccc12	-17	0.1	-22
COc1cc(-c2coc3c(C(=O)Nc4ccc(C(C)C)cc4)cccc23)ccc1O	28	3.0	-7
COc1cc(C#N)ccc1OCC(=O)Nc1cccc(S(=O)(=O)N(C)c2ccccc2)c1	6	0.6	-7
COc1ccc(CCNC(=O)Nc2ccc3c(c2)c(=O)n(C)n3Cc2ccc(F)cc2)cc1OC	-11	1.1	-4
CN1OC[C@@H]2CN(C(=O)CCc3ccccc3)[C@H](c3ccc(-n4ccnc4)cc3)C[C@@H]21	-15	-3.6	1
O=[N+]([O-])c1cnc(Sc2ccncn2)c([N+](=O)[O-])c1	-12	5.0	100*
CCc1nc2ccc(C(=O)NCCCn3ccnc3)cn2c1N(C)Cc1cc2ccccc2s1	5	-0.6	-3
COC(=O)c1c(N)[nH]c(C(=O)c2ccccc2)c1-c1ccc(Br)cc1	9	2.3	0
Cc1cccc(C(=O)OCC(=O)N2c3ccccc3CC2C)c1C (stereo not drawn)	8	-1.1	-19
COc1cc(C(=O)N(C)C2CCCCC2)cc(OC)c1OC	0	-2.2	0
OC[C@@H]1CN(Cc2cccnc2)C[C@H](n2cnc3c(N4CCOCC4)ncnc32)O1	-9	-3.2	7
CC(C)NC(=O)C1(C)CCN1C(=O)c1ccccc1Oc1ccccc1 (stereo not drawn)	-1	-1.3	7
COC(=O)c1ccc2nc(-c3ccc(F)cc3)c(Cc3ccc(OC)cc3C)n2c1	12	-1.2	1
CN1C(=O)c2c(C(=O)Nc3ccc(Oc4ccncc4)cc3)[nH]c(-c3ccccc3)c2C1=O	17	0.0	-1
Cc1cc(C(=O)N2CCC2(C)C(=O)NCC(C)(C)C)nn1C (stereo not drawn)	-22	-0.2	1
Cc1ccc2cc(NC(=O)C3(C)CCN3CC(C)C)ccc2n1 (stereo not drawn)	-10	-0.3	4
COc1ccc(Cl)cc1C(=O)OCC(=O)c1c(N)n(C)c(=O)n(C)c1=O	0	0.3	3
O=C(c1ccc(C(F)(F)F)cc1)N1CCC(=O)N([C@H](COCc2ccc(Cl)cc2)Cc2ccccc2)CC1	16	-0.3	4
CCCC(=O)N1CCC1(C)C(=O)NS(=O)(=O)c1cccs1 (stereo not drawn)	-2	-2.1	-11
O=C(/C=C/[C@H]1O[C@@H](n2cnc3c(NC(=O)c4ccccc4)ncnc32)[C@H](O)[C@@H]1O)NC1CCCCC1	-5	0.2	4
CC1(C(=O)NS(=O)(=O)c2ccc(Cl)cc2)CCN1C(=O)C1CCCCC1 (stereo not drawn)	-1	-2.4	-1
CCCCCCN1CCN(C2CN(Cc3cn(Cc4ccccc4)nn3)S(=O)(=O)C2)CC1 (stereo not drawn)	-7	0.4	5
COc1ccccc1CNc1nc(Nc2ccc(C)cc2C)c2sccc2n1	-8	8.2	7
Cc1ccc(S(=O)(=O)N(C)C[C@@H]2OCc3cnnn3CCCC(=O)N([C@@H](C)CO)C[C@H]2C)cc1	-3	3.3	-2
CCOC(=O)[C@]12CCCC=C1N(Cc1ccc3c(c1)OCO3)C(=O)[C@H](CC(=O)N1CCCCC1)C2	-9	0.4	0
O=C1C(=O)c2cccnc2-c2ncccc21	-120	-0.7	20
CSc1nc2ccc(NC(=O)CS(=O)(=O)c3ccccc3)cc2s1	-12	-1.3	6
CC(C)(C)c1ccc(C(O)c2ncc(-c3ccc(F)cc3)[nH]2)cc1 (stereo not drawn)	14	4.7	-7
CC(C)(C)c1ccc(CC(=O)N2CCC2(C)C(=O)N2CCCCC2)cc1 (stereo not drawn)	-17	-0.8	1
COCCNC(=O)C1(C)CCCN(Cc2cccc(OC(=O)c3ccccc3)c2)C1 (stereo not drawn)	-8	0.3	-5
COc1cc(C(O)c2nc(/C=C/c3ccc(C(F)(F)F)cc3)cs2)ccc1F (stereo not drawn)	-10	1.8	-10
C[C@@H]1CN([C@H](C)CO)C(=O)CCCn2nncc2CO[C@H]1CN(C)C(=O)c1ccccc1	-4	-0.5	1
CCCNC(=O)C1(C)CCN(C(=O)c2c(F)ccc(C)c2F)C1 (stereo not drawn)	-8	-0.6	-2
CC(=O)Nc1ccc(-c2ccnc3c2CC(C(=O)Nc2ccc4c(c2)OCO4)O3)cc1 (stereo not drawn)	0	-0.3	-4

Additional entries.
SMILES	EBI2 block	MPTP inh	CXCR6 block
O=C(Nc1ncnc2c1ncn2[C@@H]1O[C@H](/C=C/C(=O)N2CCN(c3ccc(F)cc3)CC2)[C@@H](O)[C@H]1O)c1ccccc1	-7	0.6	2
Cc1ccc(Cc2c(-c3cccc(Br)c3)nc3c(C)cc(Br)cn23)cc1	-13	3.0	9
O=C1C(=Cc2ccccc2Cl)CCc2ccccc21	-14	-3.3	6
COc1ccc(CCNC(=O)Nc2ccc3c(c2)c(=O)n(C)n3C)cc1OC	-17	-0.2	-13
CC(C)c1ccc([C@@H]2O[C@H](CCc3ccccc3)CC3=C2C(=O)OC(C)(C)O3)cc1	5	1.2	10
COc1ccc(C(O)c2ncc(-c3ccccc3OC)[nH]2)cc1 (stereo not drawn)	-7	-1.4	0
O=C(CCNS(=O)(=O)c1ccccc1)OCc1ccc([N+](=O)[O-])cc1	-5	-0.3	-8
C[C@H](CO)N1C[C@H](C)[C@@H](CN(C)Cc2ccc(C(=O)O)cc2)Oc2ncc(Br)cc2C1=O	-3	-0.2	8
Cc1cccc(COC[C@H](Cc2ccccc2)N2CCN(C(=O)c3ccc(Cl)c(Cl)c3)CCC2=O)c1	23	-0.9	16
COc1ccc(NC(=O)C2(C)CCN2C(=O)c2ccccc2CCc2ccccc2)cc1OC (stereo not drawn)	9	7.0	-6
CN1OC[C@@H]2CN(Cc3ccc(Cl)cc3)[C@H](c3ccc(-n4ccnc4)cc3)C[C@@H]21	6	-1.9	-2
NC(c1ccccc1)c1csc(Nc2ccc(C(=O)NCCCO)cn2)n1 (stereo not drawn)	4	-1.1	-9
COc1cc(OC)cc(-c2c(Sc3ccccc3)c3cc(-c4cnc(OC)nc4)ccc3n2C)c1	65*	-0.5	3
Cc1ccccc1-c1cc2nc(NCc3cccnc3)n(C)c(=O)c2s1	27	0.7	17
CCNC(=O)C1(C)CCN(Cc2ccccc2C#N)C1 (stereo not drawn)	1	-0.2	9

A stretch taken from the entries so far, for reference:
SMILES	EBI2 block	MPTP inh	CXCR6 block
COc1ccc(C(O)c2ncc(-c3ccccc3OC)[nH]2)cc1 (stereo not drawn)	-7	-1.4	0
O=C(CCNS(=O)(=O)c1ccccc1)OCc1ccc([N+](=O)[O-])cc1	-5	-0.3	-8
C[C@H](CO)N1C[C@H](C)[C@@H](CN(C)Cc2ccc(C(=O)O)cc2)Oc2ncc(Br)cc2C1=O	-3	-0.2	8
Cc1cccc(COC[C@H](Cc2ccccc2)N2CCN(C(=O)c3ccc(Cl)c(Cl)c3)CCC2=O)c1	23	-0.9	16
COc1ccc(NC(=O)C2(C)CCN2C(=O)c2ccccc2CCc2ccccc2)cc1OC (stereo not drawn)	9	7.0	-6
CN1OC[C@@H]2CN(Cc3ccc(Cl)cc3)[C@H](c3ccc(-n4ccnc4)cc3)C[C@@H]21	6	-1.9	-2

Remaining list, next part:
SMILES	EBI2 block	MPTP inh	CXCR6 block
CC(C)NC(=O)c1cc(C2CCCCN2C(=O)CCCc2ccccc2)on1 (stereo not drawn)	3	-0.1	1
COc1ccccc1N(C)S(=O)(=O)c1ccc(C(=O)N(C)Cc2cccc(OC)c2OC)cc1	0	2.5	1
Cc1cc2c(c(=O)o1)C1(C)CC(C)(O2)c2c(cc(C)oc2=O)O1	5	-1.5	4
CCCC(=O)N1CCCC1(C)C(=O)Nc1ccc2nc(C)ccc2c1 (stereo not drawn)	1	0.0	-9
COc1ccc(C(C)(C)C)cc1NC(=O)CN(C)C1=NS(=O)(=O)c2ccccc21	-9	-0.4	-2
CCCC(=O)N1CCC1(C)C(=O)NS(=O)(=O)c1cccc(C)c1 (stereo not drawn)	-11	-1.7	6
Cc1ccc(S(=O)(=O)NC(=O)C2(C)CCN2C(=O)C2CCCCC2)cc1 (stereo not drawn)	-3	0.6	3
CC1(Oc2ccc(CC#N)cc2)CCN(Cc2ccccc2OC(F)F)C1 (stereo not drawn)	5	0.2	2

The list is partial, so the mix of outcomes need not match the whole.
